PvdQ inh: P. aeruginosa PvdQ acylase inhibitors, primary screen, biochemical, fluorescence, plate reader and imaging, single point; PvdQ acylase [Pseudomonas aeruginosa LESB58]; purified PvdQ acylase; inhibition, % at 10 µM; actives 0.063% (n = 340,000); in the data active = inhibition above about 30%, passing the limit was not always enough; inconclusive = no clear call, values can overlap the other calls;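 note: 0% = vehicle neutral wells and 100% = reference inhibitor wells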
RTF Ca sens act: cardiac RTF calcium sensitivity activators, primary screen, biochemical, IANBD-TnC fluorescence, EC20 calcium; AID 493008, 2010; Troponin I, cardiac muscle (Homo sapiens) + Troponin T, cardiac muscle (Homo sapiens) + …; activation, % at 7.2 µM; IANBD-labeled TnC RTF fluorescence at EC20 calcium; 0% EC20 calcium, 100% full calcium; actives 0.24% (n = 340,000);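 active = activation above the mean over all tested compounds plus 3 SD, cut at about 30% in these data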;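 note: rise in fluorescence read as greater calcium sensitivity of cardiac thin filaments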
dFosB activator: activators of delta FosB homodimer, primary screen, biochemical, fluorescence polarization, TAMRA-CDK5 oligo, single point. Protein FosB (Mus musculus), P13346. purified delta FosB; percent of positive-control signal above neutral wells. activation, % at 25 µM. actives 0.99% (n = 340,000). AID 493131, 2011;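 active = mean activation above about 17%, with every replicate also reaching it, limit read from the data, passing the limit was not always enough; inconclusive = only one of the two conditions met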;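 note: fluorescence polarization rise as delta FosB binds a TAMRA Cdk5 AP-1 oligo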
SR-BI DiI inh: inhibitors of SR-BI mediated HDL lipid uptake, primary screen, ldlA[mSR-BI] cells, fluorescence, single point; ldlA[mSR-BI] CHO cells, DiI-HDL uptake fluorescence, 3 h; actives 0.96% (n = 320,000); AID 488896, 2010; inhibition, % at 12.5 µM;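 active = mean replicate inhibition of at least 70% and a set share of replicates each scoring 70 or more; inconclusive = meets just one of the two criteria; inactive = fails both criteria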;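 note: 0% = median of neutral control wells and 100% = median of positive control wells; values of inactives mirror those of a sister screen read the other way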
SR-BI DiI-HDL act: activators of SR-BI mediated DiI-HDL uptake, primary screen, ldlA[mSR-BI] CHO cells, DiI fluorescence; 3 h; 100 = double the neutral-control signal; activation, % at 12.5 µM; actives 0.096% (n = 320,000); AID 504775, 2011;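 active = mean replicate activation of at least 60% and every replicate at or above 60%; inconclusive = mean or all-replicate condition met, but not both; inactive = mean below 60% and not all replicates reaching 60%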;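 note: 0% = median plate neutral-control signal and 100% = twice that signal; values of inactives mirror those of a sister screen read the other way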
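Material: SR-BI-overexpressing, LDLR-lacking CHO cells | Dosing: Single compound concentration, delivered by pin transfer | Probe or stimulus: Labelled HDL, 10 µg/mL | Signal: Bottom-read cell fluorescence after medium removal, ex 550/em 595 nm | Schedule: 3 h, 37 °C | Evaluation: HDL uptake via cellular fluorescence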
CDK5 inh: inhibitors of human CDK5/p35 kinase, primary screen, biochemical, single concentration; Cyclin-dependent kinase 5 (Homo sapiens) + Cyclin-dependent kinase 5 activator 1 (Homo …; Recombinant CDK5/p35, ADP-Glo luminescence, 60 min; inhibition, % at 10 µM; AID 488839, 2010; actives 0.01% (n = 330,000);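 active = highest replicate inhibition of at least 50% and at least 75% of replicates reaching 50%; inconclusive = only one of the two criteria met; inactive = both criteria failed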;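 note: plate controls were DMSO neutral control for no effect and GW8510 at 10 µM for full effect; many of its hits are not listed in these tables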
Target sequence (Q00535 whole entry, looked up): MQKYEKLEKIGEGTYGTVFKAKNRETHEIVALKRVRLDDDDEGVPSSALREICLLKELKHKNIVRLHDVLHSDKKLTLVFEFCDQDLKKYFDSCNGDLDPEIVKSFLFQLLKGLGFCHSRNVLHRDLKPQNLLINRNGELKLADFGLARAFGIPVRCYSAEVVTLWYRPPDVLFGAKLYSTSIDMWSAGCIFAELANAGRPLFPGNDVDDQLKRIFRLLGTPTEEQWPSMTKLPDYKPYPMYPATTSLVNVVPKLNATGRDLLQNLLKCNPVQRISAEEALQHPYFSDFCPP
Target sequence (Q15078 whole entry, looked up): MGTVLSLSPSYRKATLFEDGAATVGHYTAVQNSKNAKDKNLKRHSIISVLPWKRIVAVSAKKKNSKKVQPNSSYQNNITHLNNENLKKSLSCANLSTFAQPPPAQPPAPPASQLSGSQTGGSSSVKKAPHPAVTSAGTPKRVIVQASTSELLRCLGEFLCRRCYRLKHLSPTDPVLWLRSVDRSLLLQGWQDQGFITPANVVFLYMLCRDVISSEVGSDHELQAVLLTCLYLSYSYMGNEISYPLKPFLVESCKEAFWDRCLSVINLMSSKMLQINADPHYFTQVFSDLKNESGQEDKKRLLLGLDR
Rtt109 Vps75: inhibitors of C. albicans Rtt109/Vps75 HAT, primary screen, biochemical, ThioGlo CoA-SH fluorescence, plate reader; purified Rtt109/Vps75, 4 h; inhibition, % at 34.9 µM; actives 0.16% (n = 330,000);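 active = inhibition of at least 50% in every replicate; inconclusive = best replicate reaches 50% inhibition but some replicates fall short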
MITF TRPM1 HTS: activators of MITF-driven TRPM1 promoter reporter, primary screen, cell-based, SK-MEL-5, luciferase, single point; SK-MEL-5 TRPM1-promoter luciferase, 24 h; % of positive control, neutral wells = 0; actives 0.75% (n = 300,000); activation, % at 12.5 µM;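 active = mean activation of at least 80% with every replicate also reaching 80%; inconclusive = mean reaches 80% but some replicate falls short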;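 note: 0% = neutral control wells and 100% = parthenolide positive control wells; values of inactives mirror those of a sister screen read the other way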
Wnt bcat act: Wnt/beta-catenin pathway activators, primary screen, cell-based, plate reader, single point; Wnt/beta-catenin reporter cell assay, activator; activation, % at 9.35 µM; actives 1.2% (n = 300,000); in the data active = activation above about 30%, passing the limit was not always enough; inconclusive = no clear call, values can overlap the other calls;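 note: 0% = neutral control wells and 100% = positive control wells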
HTR5A ag: HTR5A agonists in luminescence cell assay, primary screen, counter-screen for OPRM1-OPRD1 heterodimer agonist project, full-deck HTS; AID 504692, 2011; 5-hydroxytryptamine receptor 5A (Homo sapiens), P47898; activation, % at 9.3 µM; actives 0.61% (n = 340,000); cell-based; in the data active = activation mostly above about 9.5%, no sharp cut-off; inactive = mostly below about 7.6%;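 note: 0% = cells with vehicle only and 100% = reference agonist; strong numbers were not always called active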
Target sequence (P47898 whole entry, looked up): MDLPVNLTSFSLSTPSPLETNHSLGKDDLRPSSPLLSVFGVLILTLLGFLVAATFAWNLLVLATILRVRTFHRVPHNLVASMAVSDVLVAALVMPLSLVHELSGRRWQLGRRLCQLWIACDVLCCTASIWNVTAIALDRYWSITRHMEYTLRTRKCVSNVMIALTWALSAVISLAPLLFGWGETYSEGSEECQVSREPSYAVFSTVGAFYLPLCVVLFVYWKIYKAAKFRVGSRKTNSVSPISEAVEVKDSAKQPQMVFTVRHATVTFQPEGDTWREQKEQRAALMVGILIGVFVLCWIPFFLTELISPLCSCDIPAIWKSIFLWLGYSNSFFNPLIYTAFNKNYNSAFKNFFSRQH
An asterisk follows results filed as active; ? = inconclusive; . = not tested or not shown.

No.	molecule	PvdQ inh	RTF Ca sens act	dFosB activator	SR-BI DiI inh	SR-BI DiI-HDL act
1	CC1CCN(c2ncccc2C(=O)O)CC1	-6	7	3	-26	26
2	Cc1ccccc1/C=N/n1c(COc2ccccc2)n[nH]c1=S	-20	0	-1	-6	6
3	COc1ccc(Cc2nnc(SCc3c(C)noc3C)n2C2CCCCC2)cc1OC	5	-4	-1	-2	2
4	O=C(Nc1ccsc1C(=O)O)c1cccc(Oc2ccccc2)c1	10	4	-7	-22	22
5	CCS(=O)(=O)c1ccc(O)c(NC(=O)/C=C/c2ccccc2)c1	-6	1	-8	-164	?
6	CS(=O)(=O)N1CCN(c2ccccc2NC(=O)Cc2ccc(Cl)cc2)CC1	8	-2	2	24	-24
7	CCOc1ccc(/C=N/NC(=O)C2CC2)c(OCC)c1	-17	2	0	53	-53
8	Fc1ccc(CSc2ccc(-c3cccs3)nn2)cc1	-4	0	5	-9	9
9	CCn1cc(C(=O)OC)c(=O)c2ccc(C)nc21	-6	1	-6	-6	6
10	O=C(Cn1cc([N+](=O)[O-])ccc1=O)NCC(=O)Nc1ccc(F)c(F)c1F	5	-1	7	-19	19
11	N/C(=N\OC(=O)c1ccco1)c1ccc(Br)cc1	6	4	-1	30	-30
12	CCOc1ccc(CONS(=O)(=O)c2ccc(NC(C)=O)cc2)cc1Cl	-6	-1	-8	-12	12
13	CCN(Cc1ccncc1)C(=O)c1cc(COc2c(C)cccc2C)on1	-9	0	-9	36	-36
14	CCCc1ccc2oc(C(=O)N(Cc3ccncc3)CC3CCCO3)c(C)c2c1 (configuration not stated)	-9	0	-11	21	-21
15	CC1(NC(=O)NCCCCCCNC(=O)NC2(C)CCS(=O)(=O)C2)CCS(=O)(=O)C1 (configuration not stated)	-16	1	-3	.	.

No.	CDK5 inh	Rtt109 Vps75	MITF TRPM1 HTS	Wnt bcat act	HTR5A ag
1	0.1	0	0	0	1
2	2.3	0	-9	1	1
3	1.3	-3	8	10	12*
4	-1.3	6	13	?	4
5	1.7	3	12	-1	1
6	0.0	-11	-1	.	1
7	-3.7	-2	-1	-1	2
8	-0.4	4	32	16	4
9	-0.1	-11	2	-2	-2
10	1.1	-5	-4	-3	-1
11	-2.5	-7	.	.	1
12	-1.5	2	-14	-3	-1
13	1.2	-11	25	-1	6
14	-2.8	10	8	3	7
15	-0.5	-4	4	-1	6

Copied from the list.
Fc1ccc(CSc2ccc(-c3cccs3)nn2)cc1 – MITF TRPM1 HTS = 32
CCn1cc(C(=O)OC)c(=O)c2ccc(C)nc21 – Wnt bcat act = -2
COc1ccc(Cc2nnc(SCc3c(C)noc3C)n2C2CCCCC2)cc1OC – PvdQ inh = 5

2 compounds from above with just RTF Ca sens act, HTR5A ag and MITF TRPM1 HTS.
# | Molecule | RTF Ca sens act | HTR5A ag | MITF TRPM1 HTS
7 | CCOc1ccc(/C=N/NC(=O)C2CC2)c(OCC)c1 | 2 | 2 | -1
8 | Fc1ccc(CSc2ccc(-c3cccs3)nn2)cc1 | 0 | 4 | 32

(listing goes on)
No.	molecule	PvdQ inh	RTF Ca sens act	dFosB activator	SR-BI DiI inh	SR-BI DiI-HDL act
16	Cc1ccc(C(=O)Nc2ccnc(-c3cccnc3)n2)cc1	4	-1	-5	8	-8
17	COC(=O)c1ccc(CN2CCN(CCCc3ccccc3)C(CCO)C2)cc1 (configuration not stated)	-17	0	-7	0	0
18	Cc1ccc(N(CC(=O)Nc2ccc3c(c2)OCCO3)S(C)(=O)=O)cc1	-14	2	-2	-11	11
19	COc1ccc(NS(=O)(=O)c2cc(NC(=O)CCc3ccccc3)ccc2N2CCOCC2)cc1	-9	-2	-1	10	-10
20	COc1ccc(CCN2CC(C(=O)NCc3c(C)n[nH]c3C)CCC2=O)cc1 (configuration not stated)	-11	-2	-11	-28	28
21	CCOC(=O)c1c(NC(=O)c2ccoc2C)sc(C)c1C	10	-2	-4	43	-43
22	COc1ccc([N+](=O)[O-])cc1NC(=O)C(C)OC(=O)c1ccccc1C(=O)c1ccc(Cl)cc1 (configuration not stated)	-2	7	-9	64	-64
23	CC(C)c1ccc(NC(=O)C(c2ccccc2)N2CCOCC2)cc1 (configuration not stated)	-7	-3	-8	.	.
24	O=C(NCCc1ccc(C(F)(F)F)cc1)c1ccc2c(c1)OCO2	-10	0	-2	-20	20
25	CN(CC(=O)Nc1cccc(C(F)(F)F)c1)C1=NS(=O)(=O)c2ccccc21	-9	-1	-12	24	-24
26	COc1ccc(C(C[N+](=O)[O-])n2nc(C)cc2C)cc1 (configuration not stated)	-15	4	0	14	-14
27	CC(C)N(Cc1ccccc1)C(=O)Cn1c(=O)cnc2ccccc21	-11	-2	1	-14	14
28	CCCCOC(=O)CCc1nc2ccccc2[nH]c1=O	-6	-1	-9	-25	25
29	Cc1occc1C(=O)N/N=C/c1ccc(N(C)C)cc1	10	-1	-9	-7	7
30	CC(C)N1CCN(Cc2ccoc2)CC1CCO (configuration not stated)	3	1	0	-15	15

No.	CDK5 inh	Rtt109 Vps75	MITF TRPM1 HTS	Wnt bcat act	HTR5A ag
16	-0.2	5	33	0	-2
17	-1.4	0	-11	-1	-1
18	0.5	-3	43	4	0
19	-2.2	1	13	1	0
20	0.3	-9	4	3	-2
21	-0.6	-14	12	-3	-1
22	0.9	-2	-11	.	0
23	-0.9	12	33	14	-2
24	0.4	-5	10	-2	0
25	-1.0	-5	13	-4	0
26	-0.6	1	-22	-4	3
27	2.1	0	5	2	-6
28	-1.1	6	8	17	2
29	29	.	.	-1	0
30	0.3	3	4	-1	9

Results in sequence from above.
Compounds 19–28 in RTF Ca sens act read -2, -2, -2, 7, -3, 0, -1, 4, -2, -1
Compounds 19–28 in PvdQ inh read -9, -11, 10, -2, -7, -10, -9, -15, -11, -6

(cont.)
No.	molecule	PvdQ inh	RTF Ca sens act	dFosB activator	SR-BI DiI inh	SR-BI DiI-HDL act
31	CCNS(=O)(=O)c1ccc(NC(=S)N2CCc3ccccc32)cc1	-9	-6	-7	11	-11
32	CC1(C)CC(=O)C2=C(C1)N(c1ccccc1)C(=O)CC2c1ccc(O)cc1 (configuration not stated)	-7	2	-5	-22	22
33	COc1ccc(NC(=O)COC(=O)C2CCCCC2)c([N+](=O)[O-])c1	-4	0	-14	-32	32
34	CC1Sc2ccc(S(=O)(=O)CCC(=O)Nc3ccc(C(C)C)cc3)cc2NC1=O (configuration not stated)	5	-3	-5	5	-5
35	O=C(COc1ccc(Cl)cc1)NCc1cn2cc(Cl)ccc2n1	-12	0	-6	4	-4
36	O=C(NC1CCN(C(=S)Nc2ccc(F)cc2)CC1)c1ccco1	8	-5	-12	-17	17
37	O=C(NC1CCN(C(=S)NCCc2ccccc2)CC1)C1CCCCC1	-6	-1	-7	24	-24
38	Cc1ccc(CN2CCC(CNC(=O)C3CCCN(c4ncnc5c4nc4n5CCCCC4)C3)CC2)cc1 (configuration not stated)	-13	1	-7	23	-23
39	CCOC(=O)Cc1csc(NC(=O)c2ccc(NC(C)=O)cc2)n1	-5	3	-3	36	-36
40	Cc1cc(C)cc(NC(=O)CC2NCCNC2=O)c1 (configuration not stated)	11	-3	-5	-17	17
41	C=CCNC(=O)COc1c(C)ccc(C)c1C	-12	11	-4	-24	24
42	COC(=O)Cn1cc([N+](=O)[O-])nc1C	-9	-1	3	3	-3
43	CCOC(=O)c1ccc(NC(=S)N2CCCC(C)C2)cc1 (configuration not stated)	-7	13	-7	28	-28
44	COc1ccc(-c2nnc(SCC(=O)N3CCCC(C)C3)o2)c(OC)c1 (configuration not stated)	4	2	-9	-6	6
45	O=C(NCc1ccccc1)C1C2C=CC3(CN(Cc4cccnc4)C(=O)C13)O2 (configuration not stated)	-13	-1	3	-27	27

No.	CDK5 inh	Rtt109 Vps75	MITF TRPM1 HTS	Wnt bcat act	HTR5A ag
31	-1.3	5	-6	0	0
32	-2.3	-4	-10	.	-2
33	-0.3	-2	7	3	6
34	.	25	-5	-3	0
35	-2.6	2	-8	2	-6
36	-0.8	12	8	-3	1
37	0.9	-3	-17	-3	-1
38	0.9	-9	-9	0	8
39	-0.9	5	-7	.	-9
40	-0.7	-5	4	-4	0
41	0.7	2	1	1	1
42	2.5	-4	6	-1	-2
43	-6.6	0	9	-1	-2
44	0.2	4	1	-2	1
45	-0.1	5	2	.	2

Reprinted from the part before: 2 entries; new compounds follow.
No.	molecule	PvdQ inh	RTF Ca sens act	dFosB activator	SR-BI DiI inh	SR-BI DiI-HDL act
44	COc1ccc(-c2nnc(SCC(=O)N3CCCC(C)C3)o2)c(OC)c1 (configuration not stated)	4	2	-9	-6	6
45	O=C(NCc1ccccc1)C1C2C=CC3(CN(Cc4cccnc4)C(=O)C13)O2 (configuration not stated)	-13	-1	3	-27	27
46	CCc1nnc(NC(=O)CSc2ccc(-c3nc4ccccc4[nH]3)cn2)s1	0	0	48*	-24	24
47	Cc1cc(C(=O)NCc2cc(C(=O)O)oc2C)c(C)o1	2	-8	0	-8	8
48	Cc1cc(C)c2c3c(sc2n1)C(c1ccccc1)C(C#N)=C(N)O3 (configuration not stated)	7	0	-9	-1	1
49	O=C(COc1ccc(C(=O)c2ccc(F)cc2)cc1)NCc1ccc(F)cc1	-9	-3	-12	-20	20
50	COc1ccc(C2CC(c3ccccc3)Nc3nc(NC(=O)c4cccs4)nn32)cc1 (configuration not stated)	7	1	2	0	0
51	Cc1cc(N2CCCCC2)nc(NCc2ccccc2)n1	-14	0	-17	.	.

No.	CDK5 inh	Rtt109 Vps75	MITF TRPM1 HTS	Wnt bcat act	HTR5A ag
44	0.2	4	1	-2	1
45	-0.1	5	2	.	2
46	1.4	.	87*	.	-4
47	-0.8	-7	.	-5	5
48	-1.5	-2	-15	1	0
49	-0.6	2	-29	-8	-1
50	-2.1	2	-11	.	-2
51	-1.2	-2	-43	-14	3

Source: PubChem BioAssay (several laboratories)
